# MgcRacGAP inhibition: MgcRacGAP GTPase-activating activity inhibitors, confirmation, biochemical, ADP Hunter fluorescence. one-dose inhibition, % at 30 µM; IC50 in µM for titrated hits. 340,000 tested, 0.6% active. MgcRacGAP-stimulated Rac1 GTP hydrolysis, ADP Hunter fluorescence; higher % means a stronger effect; GST-tagged Rac1 F28L mutant substrate;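 active = first-screen hits whose inhibition reached a set limit at any dose in the follow-up dose series; inconclusive = inhibition above the set first-screen limit but never retested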;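 note: fluorescence reports GDP produced by GAP-driven GTP hydrolysis; strong numbers were not always called active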
# SV40 large T antigen: SV40 large T antigen inhibitors, biochemical (AID 1903); SV40 large T antigen ATPase/helicase inhibition assay; higher % means a stronger effect; one-dose inhibition, % at 20 µM; IC50 in µM for titrated hits; 310,000 tested, 0.39% active; in the data active = a potency from the dose series; inconclusive = inhibition mostly from about 32% at the one dose, without a potency; inactive = the rest, 99 in 100 with inhibition below about 32%; note: strong numbers were not always called active
# RSV antiviral HEp-2: inhibition of RSV-induced cytopathic effect – HEp-2 cells, primary 10 µM value included (AID 2391); 310,000 tested, 0.13% active; HEp-2 cells, RSV-induced CPE inhibition; higher % means a stronger effect; CPE inhibition, % at 10 µM, or IC50 in µM where a hit was titrated; in the data active = a potency from the dose series; inconclusive = CPE inhibition mostly from about 23% at the one dose, without a potency; inactive = the rest, 99 in 100 with CPE inhibition below about 21%; note: strong numbers were not always called active
# ER stress rescue: rescue of cells from ER stress-induced death, primary screen, 384-well, CSM14.1, thapsigargin, ATP luminescence (AID 1222). CSM14.1 thapsigargin-induced death rescue, ATP luminescence; higher % means a stronger effect. cellular ATP content (survival), % at 20 µM, or EC50 in µM where a hit was titrated. 190,000 tested, under 10 active;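 active = EC50 below 50 µM in the dose-response confirmation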;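 note: death triggered by thapsigargin at about 15 µM added after 2 h compound pretreatment; cell ATP read after overnight thapsigargin exposure of roughly 18 to 22 hours; normalized against plate controls of thapsigargin alone and 5% DMSO vehicle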
# Salmonella PhoP GFP: PhoP-dependent GFP reporter repression – Salmonella Typhimurium, primary screen (AID 1863) | S. Typhimurium PhoP-regulated promoter GFP reporter, 4 h; higher % means a stronger effect | inhibition, % at 50 µM, or IC50 in µM where a hit was titrated | 300,000 tested, 0.16% active;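 active = inhibition over 29.93%, a cutoff 3 SD above the screen mean, later confirmed by dose response; inconclusive = inhibition over 29.93% but no dose response follow-up; inactive = inhibition at most 29.93% or unconfirmed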;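 note: 0% = low Mg2+ inducing control and 100% = high Mg2+ repressing control; strong numbers were not always called active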
# GPR35 arrestin U2OS: inhibition of zaprinast-stimulated GPR35 beta-arrestin translocation – imaging, U2OS, beta-arrestin-GFP, zaprinast agonist, primary screen (AID 2058) | U2OS GPR35 beta-arrestin-GFP translocation imaging, zaprinast antagonism; higher % means a stronger effect | inhibition, % at 10 µM; hits with a dose series show IC50 in µM | 290,000 tested, 0.052% active;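 active = inhibition of at least 50% with at least 30 cells and total cytoplasm GFP at most 10,000,000; inconclusive = under 30 cells or total GFP of 10,000,000 plus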
# Dengue-2 NS5 capping: Dengue-2 NS5 methyltransferase inhibitors, primary screen, biochemical, confirmation dose response (AID 588689). Dengue-2 NS5 methyltransferase capping enzyme assay, biochemical; higher % means a stronger effect. inhibition, % at 25 µM, or IC50 in µM where a hit was titrated. 340,000 tested, 0.3% active; in the data active = a potency from the dose series; inconclusive = inhibition above about 29% without an active follow-up result
# LYP inhibition: inhibitors of LYP phosphatase, biochemical, fluorescence intensity, uHTS (AID 1779); 290,000 tested, 0.054% active; recombinant LYP phosphatase, fluorescence intensity; higher % means a stronger effect; inhibition, % at 11.5 µM, or IC50 in µM where a hit was titrated; in the data active = inhibition above about 50%;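 note: plate controls were vehicle with enzyme for no effect and no enzyme for full effect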
# West Nile antiviral: inhibition of WNV-induced cytopathic effect – cell-based, CPE readout (AID 1621); one-dose CPE inhibition, % at 10 µM; IC50 in µM for titrated hits; 290,000 tested, 0.02% active; West Nile virus-infected cells, CPE inhibition; higher % means a stronger effect; in the data active = a potency from the dose series; inconclusive = CPE inhibition mostly from about 3.7% at the one dose, without a potency; inactive = the rest, 99 in 100 with CPE inhibition below about 2.2%; note: strong numbers were not always called active
# Dengue-2 NS5 capping pilot replicate: also measured in Dengue-2 NS5 capping; calls as there; inhibition, %; measured here: pilot screen replicate inhibition
# * marks the source's active call; other numbers are inactive results; ? = inconclusive; / = no result given.
SMILES,MgcRacGAP inhibition,SV40 large T antigen,RSV antiviral HEp-2,ER stress rescue,Salmonella PhoP GFP,GPR35 arrestin U2OS,Dengue-2 NS5 capping,LYP inhibition,West Nile antiviral,others
O=C(NCc1nc2ccccc2[nH]1)C1=C[C@@H](c2csc3ccccc23)C[C@@H](OCc2ccc(CO)cc2)O1,7%,8%,30%,-0.5%,-5%,-39%,-7%,10%,/,
COc1cccc(CC(=O)NCC2COc3ccccc3O2)c1OC (centres undefined),9%,3%,0.7%,0.6%,2%,1%,-1%,-8%,-0.4%,
O=C(CN(Cc1ccco1)C(=O)CNS(=O)(=O)c1ccccc1)NC1CCCCC1,3%,2%,/,-0.5%,3%,2%,-4%,-8%,-0.2%,
Cc1ccc(-c2cc(NC(=O)CCl)n(-c3ccccc3)n2)cc1,1%,3%,-2.2%,-1.4%,9%,-4%,-4%,-4%,/,
O=C(COc1ccc2c3c(c(=O)oc2c1)CCC3)NCC1CCC(C(=O)O)CC1 (centres undefined),13%,6%,0.5%,/,-4%,22%,3%,-10%,-0.6%,
COc1ccc(-c2cc(C(F)(F)F)nc(SCCC(=O)N3CCCC3)n2)cc1,9%,22%,2.6%,-1.7%,7%,-2%,-4%,-5%,-1.3%,
O=C(C1CCN(S(=O)(=O)c2cnc[nH]2)CC1)N1CCN(c2ccc([N+](=O)[O-])cc2)CC1,0%,14%,3.9%,/,-4%,-4%,-4%,-9%,-0.1%,
COc1ccccc1N(Cc1ccccc1)S(=O)(=O)c1cccc(C(=O)O)c1,5%,10%,1.1%,0.2%,4%,11%,-4%,-2%,0.2%,
Cc1ccc(NC(=O)C[n+]2cc(-c3ccccc3)n3c2CCC3)c(C)c1,3%,3%,0.2%,/,3%,9%,3%,-4%,-0.2%,
COc1ccc(CC(=O)NNC(=O)c2ccco2)cc1,6%,5%,1.5%,/,-1%,3%,-14%,-3%,0.6%,

# Structures listed so far with an NH in an aromatic ring (two):
SMILES,MgcRacGAP inhibition,SV40 large T antigen,RSV antiviral HEp-2,ER stress rescue,Salmonella PhoP GFP,GPR35 arrestin U2OS,Dengue-2 NS5 capping,LYP inhibition,West Nile antiviral,others
O=C(NCc1nc2ccccc2[nH]1)C1=C[C@@H](c2csc3ccccc23)C[C@@H](OCc2ccc(CO)cc2)O1,7%,8%,30%,-0.5%,-5%,-39%,-7%,10%,/,
O=C(C1CCN(S(=O)(=O)c2cnc[nH]2)CC1)N1CCN(c2ccc([N+](=O)[O-])cc2)CC1,0%,14%,3.9%,/,-4%,-4%,-4%,-9%,-0.1%,

# (continued)
SMILES,MgcRacGAP inhibition,SV40 large T antigen,RSV antiviral HEp-2,ER stress rescue,Salmonella PhoP GFP,GPR35 arrestin U2OS,Dengue-2 NS5 capping,LYP inhibition,West Nile antiviral,others
O=C(O)c1cc(N2CCOCC2)nc2ccccc12,7%,1%,0.5%,/,4%,-6%,7%,-11%,-0.2%,Dengue-2 NS5 capping pilot replicate=3.6
O=C1NC(=O)C(Nc2cccc3ccccc23)S1 (centres undefined),14%,12%,3.2%,-1.3%,3%,-12%,10%,-5%,0.1%,
O=C(CNC(=O)c1ccccc1)OCc1nnc(-c2ccccc2)o1,10%,9%,-1.2%,/,-2%,/,-1%,/,/,
CCCCNC(=S)N(Cc1c(C)noc1C)c1ccccc1,7%,0%,2.1%,-1.5%,16%,15%,-1%,-2%,0.1%,
Cc1cc(OCC(=O)Nc2cc(C(C)(C)C)on2)ccc1[N+](=O)[O-],0%,5%,3.7%,/,-2%,-4%,-2%,-8%,0.2%,
O=C(O)CSc1nc(-c2ccccc2)c(-c2ccccc2)[nH]1,7%,16%,1.1%,/,2%,-5%,8%,-2%,1.5%,
COc1ccc(C(C(=O)NCC2CCCO2)N(C(=O)c2snc(C(N)=O)c2N)c2ccccc2)cc1OC (centres undefined),-1%,/,/,/,/,-3%,-5%,-18%,0.6%,
Cc1nc2sccn2c(=O)c1S(=O)(=O)N1CCN(c2cccc(Cl)c2)CC1,4%,13%,2.7%,/,/,-4%,1%,-5%,-1.1%,
Cc1ccc(S(=O)(=O)NCC(=O)OCN2C(=O)c3ccccc3C2=O)cc1,/,3%,2.8%,-2.3%,0%,-5%,/,-9%,0.2%,
Cc1ccc(-c2csc3nc(CSc4nnc(-c5ccc(Cl)cc5)n4C)[nH]c(=O)c23)cc1,0%,8%,?,0.7%,-6%,-11%,10%,-6%,0.0%,
CCOc1c(N2CCCCC2)c(=O)c1=O,4%,2%,0.9%,-0.3%,-11%,5%,-1%,-8%,0.4%,
CCOc1[nH]c(/N=C/c2ccco2)c(C#N)c1C#N,16%,10%,2.8%,4.4%,-25%,-20%,?,-9%,/,
COc1cc2c(cc1OC)CN(C(=O)CSc1nnc3scc(-c4ccccc4)n13)CC2,4%,-9%,1.4%,-0.4%,1%,2%,-4%,-4%,0.5%,
COc1cccc(NC(=S)N2CCCC2c2ccc(OC)c(OC)c2)c1 (centres undefined),0%,12%,4.8%,-2.0%,-10%,1%,-9%,2%,-0.9%,
CC1CCN(C(=O)CSc2ccc(-c3cccc([N+](=O)[O-])c3)nn2)CC1,4%,-1%,21%,-1.6%,2%,-4%,2%,-1%,-0.8%,
COCCN(CCOC)S(=O)(=O)c1ccc(C(=O)Nc2nnc(CSC)o2)cc1,3%,8%,-0.1%,/,-4%,1%,-6%,-2%,0.3%,
O=C(Nc1cccc(OCC(=O)N2CCOCC2)c1)c1cccc(Cl)c1,8%,5%,1.7%,/,1%,-16%,6%,-6%,-0.1%,
O=C(O)CSc1ncccc1C(=O)O,2%,-4%,0.8%,2.0%,-5%,11%,1%,-2%,0.3%,
O=C(c1ccoc1)N1CCCC(N2CCN(c3cccc(Cl)c3)CC2)C1 (centres undefined),-11%,12%,0.9%,/,-2%,1%,3%,-9%,-1.0%,
CC(=O)C1=C(C)NC(=O)NC1c1ccc2c(c1)OCO2 (centres undefined),5%,8%,4.8%,/,-5%,-9%,-12%,-11%,0.0%,
CC(C)(C)OC(=O)N1CCCC1C(=O)N1CCCC1C(=O)N1CCCC1C(=O)O (centres undefined),7%,6%,/,0.2%,1%,-12%,-4%,-7%,0.2%,
CCOC(=O)c1c(NC(=O)C(C)Sc2c[nH]c3ccccc23)sc2c1CCC2 (centres undefined),14%,9%,3.8%,5.5%,5%,-5%,-2%,3%,-0.5%,
Cn1c(C(=O)N2CCCc3ccccc32)cc2sccc21,-7%,28%,4.9%,4.0%,-4%,-2%,-4%,-14%,-0.3%,
COC(=O)Cc1nnc(SCC(=O)Nc2ccccc2)c2ccccc12,-11%,11%,-0.1%,/,-4%,17%,-10%,-12%,-0.2%,
C/[N+]([O-])=C\CC(=O)c1ccc(-c2ccccc2)cc1,2%,4%,1.4%,0.6%,-22%,-11%,-6%,-2%,-0.6%,
COCCCN1C(=O)c2ccc(C(=O)Nc3ccc(OC)cc3)cc2C1=O,7%,-3%,0.2%,0.5%,0%,2%,-4%,-8%,-0.1%,
O=C(O)c1ccc(NC(CSCc2ccccc2F)C(=O)O)c([N+](=O)[O-])c1 (centres undefined),7%,5%,1.4%,-2.5%,-9%,-27%,3%,3%,0.5%,
CS(=O)(=O)c1ccc(Cl)c(NC(=O)COC(=O)c2cccc(S(=O)(=O)N3CCCC3)c2)c1,1%,13%,0.3%,/,2%,/,-3%,/,/,
Cc1cc(NC(=O)COC(=O)c2c(C)noc2C)ccc1Br,-6%,-3%,5.4%,-1.5%,3%,6%,-11%,3%,/,
Cc1cccc(N(CC(N)=O)C2SC(=O)N(c3ccccc3)C2=O)c1 (centres undefined),15%,7%,0.9%,-0.8%,-2%,1%,-12%,-4%,0.0%,
CCOc1ccc(CNC(=O)C2Cc3cc(S(=O)(=O)N4CCCCC4)ccc3N2C(C)=O)cc1 (centres undefined),11%,0%,0.7%,/,3%,-1%,-6%,-12%,-0.7%,
O=C(Nc1nnc(C2CC2)o1)c1ccc(S(=O)(=O)N2CCc3ccccc3C2)cc1,13%,8%,3.3%,/,-1%,0%,-4%,-5%,-1.3%,
Cc1cc(=O)oc2cc(NC(=O)c3ccccc3C(=O)O)ccc12,12%,-7%,-0.3%,/,3%,-8%,-5%,-12%,0.3%,
Cc1csc(NC(=O)c2ccccc2)n1,6%,4%,1.7%,/,1%,5%,-4%,-11%,0.1%,
COc1ccc(/C(N)=N/OC(=O)c2cccs2)cc1OC,4%,11%,-0.3%,-2.2%,-8%,8%,1%,-3%,0.2%,
CC(=O)c1ccc(OCCn2cnc3ccccc32)cc1,0%,1%,3.1%,-2.7%,23%,9%,1%,-8%,-0.9%,
CC(=O)NC(NC(C)=O)c1ccc(Br)cc1,1%,0%,/,1.4%,-3%,-4%,1%,3%,0.2%,
CCC(=O)N1N=C(c2cccs2)CC1c1ccc(C)cc1 (centres undefined),6%,11%,1.6%,/,5%,7%,-6%,-2%,-1.0%,
CCOC(=O)c1sc(NC(=O)c2cccnc2)c(C#N)c1C,6%,14%,1.5%,-0.2%,3%,2%,2%,0%,-0.6%,
CCn1ncc(S(=O)(=O)NCc2ccco2)c1C,4%,-1%,0.6%,/,-5%,9%,-3%,-10%,0.1%,
NC1=NC[C@H](Cc2ccccc2)N1CCc1cccc(F)c1,6%,19%,1.5%,/,-2%,15%,-3%,-2%,-0.3%,
CC(C)C(c1nnnn1C1CCCCC1)N1CCOCC1 (centres undefined),7%,-3%,0.7%,2.3%,4%,-10%,0%,2%,-0.5%,
O=C(c1c(F)cccc1F)N1CCC(O)(c2ccc(F)cc2)CC1,9%,2%,3.1%,/,-4%,-14%,1%,-12%,-0.5%,
CCOc1ncccc1C(=O)OCC(=O)Nc1ccc2c(c1)OCO2,6%,3%,0.8%,1.7%,8%,-2%,-6%,2%,0.3%,
O=C(CSc1cccs1)Nc1ccc2ccccc2c1,1%,2%,13%,1.0%,-2%,15%,-1%,-2%,-0.2%,
C/C(=N\Nc1nc(-c2ccccc2)cs1)c1cccs1,1%,10%,19%,-2.1%,6%,4%,0%,-6%,-0.8%,
COc1cccc(N(C(=O)c2snc(C(N)=O)c2N)C(C(=O)NCC2CCCO2)c2c[nH]c3ccccc23)c1 (centres undefined),7%,3%,0.9%,/,1%,-4%,-3%,-5%,-0.2%,
CS(=O)(=O)Nc1ccccc1C(=O)NCc1ccco1,0%,2%,0.6%,-1.5%,-8%,-5%,-3%,-4%,0.2%,
CCOc1ccc2nc(NCCNC(=O)Nc3cccc(C)c3)c(C#N)cc2c1,9%,9%,1.0%,2.2%,-3%,12%,11%,-8%,0.2%,
CCCCCCc1c(O)nc(SCCN2CCOCC2)[nH]c1=O,1%,4%,0.2%,-0.2%,0%,11%,-6%,-11%,1.4%,
Cc1ccc(S(=O)(=O)Nc2csc(C)c2C(=O)O)cc1,/,19%,/,/,-6%,12%,/,-10%,0.5%,

# Not a hit list; overall some 1.5% were active at least once.
